pCIP destab: compounds decreasing mouse p/CIP protein stability. F442A p/CIP-EGFP cells, EGFP fluorescence, 16 h. hit rate 0.01% among 290,000. Q05BA5. AID 1984. decrease of EGFP signal, % at 10 µM;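 active = EGFP signal decrease of at least 30% at 10 µM or well 3 SD below plate mean, unless failing retest; inactive = the rest, including hits failing retest or dose response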; also: some compounds called inactive have numbers as strong as hits; many of its hits are not listed in these tables
Target sequence (Q05BA5 1-1403): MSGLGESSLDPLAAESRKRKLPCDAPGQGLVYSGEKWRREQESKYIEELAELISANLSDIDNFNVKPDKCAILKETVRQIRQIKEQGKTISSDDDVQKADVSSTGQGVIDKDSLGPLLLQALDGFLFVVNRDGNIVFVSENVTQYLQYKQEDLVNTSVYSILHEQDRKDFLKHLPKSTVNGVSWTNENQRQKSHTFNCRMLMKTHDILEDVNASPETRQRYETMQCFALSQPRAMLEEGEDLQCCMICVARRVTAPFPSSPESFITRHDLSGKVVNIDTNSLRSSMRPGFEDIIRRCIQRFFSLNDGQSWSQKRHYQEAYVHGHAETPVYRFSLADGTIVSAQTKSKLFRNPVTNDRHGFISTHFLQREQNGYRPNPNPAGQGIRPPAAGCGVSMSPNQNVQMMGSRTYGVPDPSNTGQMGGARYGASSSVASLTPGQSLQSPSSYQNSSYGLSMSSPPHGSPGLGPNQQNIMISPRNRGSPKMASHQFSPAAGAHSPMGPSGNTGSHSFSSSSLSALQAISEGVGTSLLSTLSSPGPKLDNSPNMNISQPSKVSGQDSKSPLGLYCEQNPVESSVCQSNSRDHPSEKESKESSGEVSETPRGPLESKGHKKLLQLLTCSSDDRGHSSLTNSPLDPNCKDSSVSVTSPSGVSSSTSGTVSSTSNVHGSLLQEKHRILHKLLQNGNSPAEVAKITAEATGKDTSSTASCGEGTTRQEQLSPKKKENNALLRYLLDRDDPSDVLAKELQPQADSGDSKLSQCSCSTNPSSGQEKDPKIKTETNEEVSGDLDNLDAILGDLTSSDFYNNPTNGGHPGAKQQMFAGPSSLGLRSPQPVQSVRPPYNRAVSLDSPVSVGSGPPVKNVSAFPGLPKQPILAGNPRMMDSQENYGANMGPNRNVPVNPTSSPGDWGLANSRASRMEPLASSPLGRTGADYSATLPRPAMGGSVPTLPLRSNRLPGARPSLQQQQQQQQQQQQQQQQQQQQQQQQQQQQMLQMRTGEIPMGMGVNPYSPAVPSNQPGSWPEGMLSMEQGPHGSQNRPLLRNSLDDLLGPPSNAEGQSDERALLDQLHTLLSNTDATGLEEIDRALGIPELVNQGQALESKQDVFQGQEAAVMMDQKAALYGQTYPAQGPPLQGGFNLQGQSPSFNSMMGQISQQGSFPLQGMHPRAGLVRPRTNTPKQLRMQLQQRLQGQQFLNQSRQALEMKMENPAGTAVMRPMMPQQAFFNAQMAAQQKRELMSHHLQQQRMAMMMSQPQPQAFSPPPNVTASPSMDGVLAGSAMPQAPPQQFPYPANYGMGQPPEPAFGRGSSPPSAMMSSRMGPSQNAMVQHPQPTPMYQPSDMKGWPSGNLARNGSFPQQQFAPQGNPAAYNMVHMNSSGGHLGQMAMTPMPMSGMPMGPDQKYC
DNA FID counter: counter-screen for HCV NS3 helicase inhibitors: DNA intercalator displacement | DNA fluorescent intercalator displacement, fluorescence | inhibition, % at 7.9 µM | hit rate 0.17% among 290,000 | AID 1845; in the data active = inhibition above about 37%;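 also: 0% = vehicle and 100% = reference compound; higher means more ethidium bromide displaced from hairpin DNA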
IDE cell inh: cellular human IDE inhibition. hit rate 0.41% among 320,000. inhibition, % at 5.59 µM. HEK cells, FAbetaB cleavage, fluorescence polarization;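 active = percent inhibition above the average of all tested compounds plus 3 SD, set per screening campaign, cut at about 16% in these data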;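 also: IDE supplied by intact live HEK cells; FP after avidin binding of uncleaved biotin substrate so inhibition keeps polarization high; 0% = DMSO wells and 100% = 60 µM reference IDE inhibitor Ii1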
IMP-1 inhibitor: inhibitors of Pseudomonas aeruginosa IMP-1 metallo-beta-lactamase; purified IMP-1, nitrocefin hydrolysis, epi-absorbance fluorescence; inhibition, % at 5.6 µM; hit rate 0.45% among 290,000; AID 1556;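 active = inhibition above the mean plus 3 SD of all compounds in the same screening run, cut at about 4.5% in these data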;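 also: 0% = IMP-1 with DMSO and 100% = DMSO wells lacking enzyme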
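Material – recombinant IMP-1 enzyme, purified · Amount – IMP-1 0.2 nM before substrate addition · Medium – HEPES buffer pH 7.1 with ZnSO4 and Brij 35 · Timing – 25 °C, 15 min preincubation, 25 min reaction · Measured by – plate fluorescence quenching by hydrolysis product, ex 480/em 530 nm · Read-out – percent enzyme inhibition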
PfM18AAP inh: PfM18AAP enzyme inhibition; hit rate 1.2% among 290,000; inhibition, % at 7.35 µM; recombinant PfM18AAP, H-Glu-NHMec fluorogenic cleavage;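 active = inhibition above the campaign mean inhibition over all tested compounds plus 3 SD, cut at about 28% in these data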;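 also: 0% = plate median of test compound wells and 100% = 2 mM ZnCl2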
IDE cell activ: IDE (human) activation, cell-based; hit rate 0.073% among 340,000; HEK cells, FAbeta-B cleavage, fluorescence polarization; 0% vehicle, 100% cell-free pure enzyme wells; P14735; activation, % at 5.96 µM;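 active = activation above the mean of all tested compounds plus 3 SD, set per screening campaign, cut at about 17% in these data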
UBC9 SUMO inh: blocks human SUMOylation mediated by UBC9; HTRF SUMOylation assay, SAE1/SAE2 + UBC9, in vitro; inhibition, % at 35 µM; hit rate 0.36% among 290,000; AID 2006; in the data active = inhibition above about 50%, passing the limit was not always enough; also: strong numbers were not always called active
VIM-2 inhibitor: inhibitors of Pseudomonas aeruginosa VIM-2 metallo-beta-lactamase; AID 1527; inhibition, % at 5.6 µM; purified VIM-2, nitrocefin hydrolysis, epi-absorbance fluorescence; hit rate 0.89% among 290,000;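 active = inhibition above the mean of all tested compounds plus 3 SD, cutoff set per screening run, cut at about 7.5% in these data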;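 also: red hydrolysis product quenches plate fluorescence so inhibitors raise well fluorescence; 0% = enzyme with DMSO and 100% = DMSO without enzyme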
HCV NS3 hel inh: blocks Hepatitis C virus NS3 helicase unwinding. NS3 helicase DNA unwinding, Cy5 molecular beacon fluorescence. inhibition, % at 10.9 µM. hit rate 0.56% among 290,000. AID 1800;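 active = inhibition above the mean of all tested compounds plus 3 SD, set per campaign, cut at about 35% in these data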;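 also: 0% = DMSO wells and 100% = thioflavine S control wells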
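Assay system: hepatitis C virus NS3 helicase domain fragment enzyme. Also added: annealed dual-labelled DNA beacon duplex, ATP-started. Timing: 1 h reaction at 25 °C, ATP-initiated. Technique: Cy5 fluorescence at 0 and 60 min, beacon hairpin quenching. Evaluation: % inhibition of unwinding. Replication: one well per compound.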
The depositor's hits bear a star. Compounds were not picked by outcome, and some 3.6% of all compounds hit somewhere here.

For COc1ccc(C(=O)Nc2ccc(S(=O)(=O)N3CCOCC3)cc2)cc1[N+](=O)[O-] the results were pCIP destab -12, DNA FID counter 9, IDE cell inh -4, IMP-1 inhibitor -2.2, PfM18AAP inh 3, IDE cell activ 3, UBC9 SUMO inh 6, VIM-2 inhibitor -3.8 and HCV NS3 hel inh -1.
Screening COCCNC(=O)c1onc(CSc2ccccc2F)c1C(=O)O returned pCIP destab -5, DNA FID counter 2, IDE cell inh -5, IMP-1 inhibitor -2.9, PfM18AAP inh -5, IDE cell activ 5, UBC9 SUMO inh -17, VIM-2 inhibitor 0.7 and HCV NS3 hel inh -7.
`Cc1nc([N+](=O)[O-])c(N2CCOCC2)n1Cc1ccccc1` gave pCIP destab 15, DNA FID counter -12, IDE cell inh 3, IMP-1 inhibitor 2.0, PfM18AAP inh 16, UBC9 SUMO inh 4, VIM-2 inhibitor 1.2 and HCV NS3 hel inh 19.
O=C(NCCc1ccc(Cl)cc1)c1cccc(NC2=NC3CS(=O)(=O)CC3S2)c1 (configuration not stated) was read as pCIP destab -1, DNA FID counter -9, IDE cell inh 7, IMP-1 inhibitor -5.5, PfM18AAP inh -1, IDE cell activ -8, UBC9 SUMO inh 7, VIM-2 inhibitor -1.2 and HCV NS3 hel inh 0.
For CN(C)CCCn1c(=S)[nH]c2sc3c(c2c1=O)CCCC3 the results were pCIP destab 5, DNA FID counter 0, IDE cell inh -2, IMP-1 inhibitor -2.5, PfM18AAP inh -5, IDE cell activ 4, UBC9 SUMO inh 6, VIM-2 inhibitor 2.2 and HCV NS3 hel inh -63.
`CC(/C=C/c1ccccc1)=N\NC(=O)Cn1nc(C)cc1C` gave pCIP destab -4, DNA FID counter -5, IDE cell inh 2, IMP-1 inhibitor -0.4, PfM18AAP inh 0, IDE cell activ 3, UBC9 SUMO inh 3, VIM-2 inhibitor -0.1 and HCV NS3 hel inh 1.
Screening COc1ccc(-c2noc(CCC(=O)NCCc3cccc(C)c3)n2)cc1 returned pCIP destab -4, DNA FID counter -27, IDE cell inh -1, IMP-1 inhibitor -2.5, PfM18AAP inh -4, IDE cell activ -2, UBC9 SUMO inh 1, VIM-2 inhibitor -1.4 and HCV NS3 hel inh 20.
O=C(NC1=NCCS1)c1ccc(Cl)c(S(=O)(=O)N2CCCCCC2)c1 was read as pCIP destab 16, DNA FID counter -15, IDE cell inh -2, IMP-1 inhibitor -2.3, PfM18AAP inh 1, IDE cell activ 1, UBC9 SUMO inh -9, VIM-2 inhibitor -0.8 and HCV NS3 hel inh 9.
For CC1(C)Cc2nc3sc4c(SCC(=O)NCc5ccccc5)ncnc4c3cc2CO1 the results were pCIP destab -20, DNA FID counter -2, IDE cell inh 4, IMP-1 inhibitor -2.1, PfM18AAP inh 2, IDE cell activ -2, UBC9 SUMO inh 3, VIM-2 inhibitor -5.2 and HCV NS3 hel inh 0.
Screening FC(F)(F)c1ccccc1NC(=S)Nc1cccc2cnccc12 returned pCIP destab -28, DNA FID counter 1, IMP-1 inhibitor -1.6, PfM18AAP inh 7, IDE cell activ 7, UBC9 SUMO inh 95, VIM-2 inhibitor 6.8 and HCV NS3 hel inh 0.
CCOCCOCCC(C(=O)O)P(=O)(c1ccccc1)c1ccccc1 (configuration not stated) was read as pCIP destab -8, DNA FID counter -2, IDE cell inh -1, IMP-1 inhibitor -1.4, PfM18AAP inh 3, IDE cell activ 0, UBC9 SUMO inh 21, VIM-2 inhibitor 0.1 and HCV NS3 hel inh -9.
Screening CCc1[nH]nc(C(=O)N2CCCC(N3CCN(c4ccccc4C)CC3)C2)c1C (configuration not stated) returned pCIP destab -16, DNA FID counter -9, IDE cell inh -2, IMP-1 inhibitor -1.8, PfM18AAP inh 3, IDE cell activ 0, UBC9 SUMO inh 4, VIM-2 inhibitor -2.5 and HCV NS3 hel inh -2.
CC(C)C(OC(=O)c1nsc(Cl)c1Cl)C(=O)NCc1ccccc1 (configuration not stated) was read as pCIP destab -2, DNA FID counter -27, IDE cell inh 8, IMP-1 inhibitor -2.3, PfM18AAP inh 1, IDE cell activ -10, UBC9 SUMO inh -4, VIM-2 inhibitor -3.5 and HCV NS3 hel inh -9.
CCCc1ncc(C(O)(c2ccccc2)c2ccccc2)n1C was read as pCIP destab 7, DNA FID counter 8, IDE cell inh -3, IMP-1 inhibitor -0.3, PfM18AAP inh -5, IDE cell activ 5, UBC9 SUMO inh 5, VIM-2 inhibitor -0.6 and HCV NS3 hel inh -22.
For COc1ccc(/C=C2\Sc3ccc(C(=O)NCC4CCCO4)cc3N(C)C2=O)cc1 (configuration not stated) the results were pCIP destab 2, DNA FID counter -38, IDE cell inh -1, IMP-1 inhibitor -3.8, PfM18AAP inh 27, IDE cell activ -1, UBC9 SUMO inh 4, VIM-2 inhibitor -3.8 and HCV NS3 hel inh -11.
`Cc1cccc(C(=O)NNC(=O)c2ccccc2C)c1` gave pCIP destab 1, DNA FID counter -3, IDE cell inh 6, IMP-1 inhibitor -2.7, PfM18AAP inh 4, IDE cell activ -4, UBC9 SUMO inh 4, VIM-2 inhibitor -0.6 and HCV NS3 hel inh 5.
`COc1ccc(C2C(C(=O)c3ccco3)=C(O)C(=O)N2c2nnc(C)s2)cc1OC` (configuration not stated) gave pCIP destab -25, DNA FID counter -7, IDE cell inh -5, IMP-1 inhibitor 0.5, PfM18AAP inh 1, IDE cell activ 5, UBC9 SUMO inh 20, VIM-2 inhibitor -2.0 and HCV NS3 hel inh 5.
For CCCOC(=O)Nc1cccc(C(C)=O)c1 the results were pCIP destab -2, DNA FID counter 1, IDE cell inh 2, IMP-1 inhibitor -2.0, PfM18AAP inh 5, IDE cell activ 0, UBC9 SUMO inh 20, VIM-2 inhibitor -0.5 and HCV NS3 hel inh 13.
Screening COc1cc(OC)cc(C(=O)O/N=C(\N)c2ccncc2)c1 returned pCIP destab -6, DNA FID counter -1, IDE cell inh 7, IMP-1 inhibitor -1.6, PfM18AAP inh 5, IDE cell activ 1, UBC9 SUMO inh 9, VIM-2 inhibitor -1.7 and HCV NS3 hel inh 6.
For CCOc1cc(/C=N/NC(=O)C(=O)N2CCCC2)ccc1O the results were pCIP destab 21, DNA FID counter 6, IDE cell inh 3, IMP-1 inhibitor -1.7, PfM18AAP inh 10, IDE cell activ 2, UBC9 SUMO inh -9, VIM-2 inhibitor 0.3 and HCV NS3 hel inh -7.
COCC(=O)NCc1nc2ccccc2[nH]1 was read as pCIP destab 7, DNA FID counter -2, IDE cell inh 2, IMP-1 inhibitor -2.4, PfM18AAP inh -6, IDE cell activ 1, UBC9 SUMO inh -7, VIM-2 inhibitor 1.4 and HCV NS3 hel inh 2.
COc1ccc2c(c1)c(C(=O)N/N=C/c1ccc(OC)c(OC)c1)c(C)n2C was read as pCIP destab 6, DNA FID counter -29, IDE cell inh 10, IMP-1 inhibitor -1.4, PfM18AAP inh -2, IDE cell activ 2, UBC9 SUMO inh -23, VIM-2 inhibitor -2.9 and HCV NS3 hel inh 17.
Screening Cc1cc(Nc2ccc([N+](=O)[O-])cc2)nc2ccccc12 returned pCIP destab -17, DNA FID counter 2, IDE cell inh 0, IMP-1 inhibitor -4.3, PfM18AAP inh 0, IDE cell activ 0, UBC9 SUMO inh 15, VIM-2 inhibitor -4.4 and HCV NS3 hel inh 4.
O=C(O)c1ccc(NC(=S)NC(=O)c2ccc(-c3ccc(Br)cc3)o2)cc1 was read as pCIP destab -13, DNA FID counter -37, IDE cell inh -1, IMP-1 inhibitor 0.7, PfM18AAP inh 11, IDE cell activ -5, UBC9 SUMO inh 19, VIM-2 inhibitor -4.5 and HCV NS3 hel inh 18.
For CN1CCCC(OC(=O)c2ccc(C(C)(C)C)cc2)C1 (configuration not stated) the results were pCIP destab 2, DNA FID counter 8, IDE cell inh 4, IMP-1 inhibitor -1.3, PfM18AAP inh 0, IDE cell activ -2, UBC9 SUMO inh -8, VIM-2 inhibitor -0.3 and HCV NS3 hel inh 0.
For COc1cccc(-c2[nH]nc3c2C(c2ccoc2)C(C#N)=C(N)O3)c1 (configuration not stated) the results were pCIP destab -14, DNA FID counter -6, IDE cell inh 7, IMP-1 inhibitor -2.1, PfM18AAP inh 9, IDE cell activ -6, UBC9 SUMO inh 8, VIM-2 inhibitor -1.3 and HCV NS3 hel inh 8.
Screening CCOC(=O)c1cnn(-c2nc(-c3ccccc3)nc3c2COC(C)(C)C3)c1N returned pCIP destab -12, DNA FID counter -1, IDE cell inh 5, IMP-1 inhibitor -2.8, PfM18AAP inh -3, IDE cell activ 1, UBC9 SUMO inh 24, VIM-2 inhibitor -1.5 and HCV NS3 hel inh 13.
For CCOC(=O)N1CCC(NC(=O)c2cc(C(=O)Nc3ccc(OCC)cc3)ccc2CO)CC1 the results were pCIP destab 1, DNA FID counter -19, IDE cell inh 3, IMP-1 inhibitor -2.8, PfM18AAP inh 2, IDE cell activ 3, UBC9 SUMO inh 4, VIM-2 inhibitor -4.3 and HCV NS3 hel inh 5.
For CC(=O)OCCN(CCOC(C)=O)c1c(C)[nH]c(=O)[nH]c1=O the results were pCIP destab -1, DNA FID counter 5, IDE cell inh 0, IMP-1 inhibitor -0.2, PfM18AAP inh 0, IDE cell activ 0, UBC9 SUMO inh -21, VIM-2 inhibitor -0.4 and HCV NS3 hel inh 5.
For COC(=O)CSc1nnc(-c2ccc(S(=O)(=O)NCc3ccccc3Cl)cc2)o1 the results were pCIP destab 1, DNA FID counter -22, IDE cell inh -1, IMP-1 inhibitor -4.5, PfM18AAP inh -10, IDE cell activ -5, UBC9 SUMO inh 9, VIM-2 inhibitor -2.7 and HCV NS3 hel inh -1.
`CCC(C)(C)C1CCC(=NNC(=S)Nc2ccccc2)CC1` (configuration not stated) gave pCIP destab -9, DNA FID counter -2, IDE cell inh -12, IMP-1 inhibitor -2.2, PfM18AAP inh -2, IDE cell activ 8, UBC9 SUMO inh -22, VIM-2 inhibitor -2.7 and HCV NS3 hel inh 4.
`O=C(Nc1ccccc1Cl)Nc1ccnn1C1CCN(C(=O)c2cscn2)CC1` gave pCIP destab 2, DNA FID counter -7, IDE cell inh -3, IMP-1 inhibitor -0.8, PfM18AAP inh 0, IDE cell activ 7, UBC9 SUMO inh -5, VIM-2 inhibitor -0.8 and HCV NS3 hel inh 2.
Screening CN1C[N+]([O-])=C(c2ccccc2)C1(C)C returned pCIP destab 0, DNA FID counter -2, IDE cell inh -1, IMP-1 inhibitor 0.0, PfM18AAP inh 4, IDE cell activ 4, UBC9 SUMO inh 8, VIM-2 inhibitor 0.4 and HCV NS3 hel inh -2.
Screening CCOc1ccc(N2C(=O)CNC2=S)cc1 returned pCIP destab -5, DNA FID counter -6, IDE cell inh 0, IMP-1 inhibitor -3.5, PfM18AAP inh 3, IDE cell activ 5, UBC9 SUMO inh 11, VIM-2 inhibitor -5.7 and HCV NS3 hel inh -5.
Screening CCCNC(=O)CSc1nc(Cc2ccccc2)nc2ccccc12 returned pCIP destab -15, DNA FID counter -31, IDE cell inh 5, IMP-1 inhibitor -3.8, PfM18AAP inh -1, IDE cell activ 4, UBC9 SUMO inh -1, VIM-2 inhibitor -2.8 and HCV NS3 hel inh -2.

Assay outcomes (PubChem)
